Assay outcomes from PubChem BioAssay.
TDP1 inh = inhibitors of human tyrosyl-DNA phosphodiesterase TDP1; Q9NUW8; recombinant TDP1, AlphaScreen DNA substrate cleavage; Potency, µM (highest dose often 130 µM), without a hit: at the highest dose activity change, negative = inhibition, hits mostly inhibitors; 350,000 compounds, 0.28% hits; AID 485290; further: nearly all actives have a fitted effect of over 40% in size
Target sequence (Q9NUW8 whole entry, looked up): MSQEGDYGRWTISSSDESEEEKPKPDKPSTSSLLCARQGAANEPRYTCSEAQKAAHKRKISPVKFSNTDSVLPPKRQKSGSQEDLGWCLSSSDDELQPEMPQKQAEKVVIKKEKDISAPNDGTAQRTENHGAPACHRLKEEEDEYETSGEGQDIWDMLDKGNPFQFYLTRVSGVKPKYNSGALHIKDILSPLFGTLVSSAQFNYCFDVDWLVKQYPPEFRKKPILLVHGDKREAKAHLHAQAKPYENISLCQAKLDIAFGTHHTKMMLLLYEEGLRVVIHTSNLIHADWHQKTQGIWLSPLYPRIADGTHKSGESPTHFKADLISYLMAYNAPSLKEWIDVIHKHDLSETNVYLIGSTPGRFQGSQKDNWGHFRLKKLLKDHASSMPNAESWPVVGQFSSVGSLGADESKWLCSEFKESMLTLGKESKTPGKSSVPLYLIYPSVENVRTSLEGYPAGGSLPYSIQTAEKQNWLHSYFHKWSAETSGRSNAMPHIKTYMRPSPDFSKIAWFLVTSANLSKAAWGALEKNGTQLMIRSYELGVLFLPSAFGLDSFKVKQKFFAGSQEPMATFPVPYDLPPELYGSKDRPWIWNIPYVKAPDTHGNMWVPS
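AlphaScreen read-out: signal falls as enzyme removes the 3' tyrosine-FITC from a 5'-biotinylated DNA oligo (15 nM, 5 min, RT). Enzyme was E. coli-made recombinant Tdp1 at 1 nM, exposed to compound for 15 min beforehand; beads 10 ug/ml, 10 min.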
N370S GC = inhibits or activates N370S mutant glucocerebrosidase; P04062; N370S GC spleen homogenate, 4MU-glucoside fluorescence; Potency, µM (series often up to 59.4 µM), for inactives: top-dose activity change, negative = inhibition, actives largely listed as inhibitors; 330,000 compounds, 0.092% hits;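 further: 0% = full enzyme activity and -100% = no enzyme basal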
FEN1 inhibitor = human FEN1 inhibition; Potency, µM (doses to about 114 µM), for the others: at the highest dose activity change, negative = inhibition, most hits filed as inhibitors; 390,000 compounds, 0.35% hits; AID 588795; Recombinant FEN1 flap cleavage, fluorescence, 15 min; further: nearly all actives have a fitted effect of over 65% in size
Target sequence (P39748 whole entry, looked up): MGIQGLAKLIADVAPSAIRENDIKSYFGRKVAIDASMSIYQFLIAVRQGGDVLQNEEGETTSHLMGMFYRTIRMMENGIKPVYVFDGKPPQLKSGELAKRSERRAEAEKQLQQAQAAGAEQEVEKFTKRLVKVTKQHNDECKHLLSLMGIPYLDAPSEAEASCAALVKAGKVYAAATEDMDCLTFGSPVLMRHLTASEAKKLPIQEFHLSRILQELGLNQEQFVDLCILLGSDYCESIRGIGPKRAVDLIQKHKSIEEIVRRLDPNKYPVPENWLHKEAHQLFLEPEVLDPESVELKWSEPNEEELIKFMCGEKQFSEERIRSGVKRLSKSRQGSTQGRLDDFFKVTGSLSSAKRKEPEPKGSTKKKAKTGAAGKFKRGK
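Enzyme 10 nM, 15 min RT preincubation with compound; start with substrate 50 nM final; reads at 0 and 15 min; qHTS titration, four-parameter Hill fit.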
* hit, by the source's call; ? = inconclusive; nt = not tested or not shown; & = joins results of further samples; [ ] = another dose, or the depositor's remark. The call rests on the fitted dose curve; in most records, active means well fitted curve in the direction sought with a large enough effect; inconclusive means small, poorly fitted or top-dose-only effect, or another doubt; inactive means no such curve, though single readings can be large; an effect the other way counts as inactive or inconclusive. Unless noted, on the % scale 0 is the no-effect control and ±100 the full control effect; potency means the concentration at half of the fitted maximal effect.

SMILES,TDP1 inh,N370S GC,FEN1 inhibitor
CC1=C([N+](=O)[O-])C(c2ccc(Cl)cc2)NC(=O)N1 (stereo not given),nt,-9%,3%
C=CCNc1nnc(SCC(=O)N2CCCCC2)c2ccccc12,6%,-4%,-12%
COc1ccc(-c2ccc3c(N)c(C(=O)NC(C)C)sc3n2)cc1OC,1%,-15%,-24%
C#CCOCCOCCOCCNc1nc(N2CCOCC2)nc(N2CCN(C(=O)CCCCCCCCCCNC(=O)[C@@H]([C@H](C)O)n3cc(C)nn3)CC2)n1,1%,-21%,0%
O=C(Nc1ccc2nc(-c3cccnc3)[nH]c2c1)c1ccco1,5%,-7%,-1%
CN1CCN(C(=O)CCN2C(=O)S/C(=C/c3ccc(Cl)cc3)C2=O)CC1,4%,1%,1%
O=C(C[C@H]1C[C@H](C(=O)N2CCCCC2)[C@@]2(CCc3ccccc3)c3[nH]c4cc(-c5ccco5)ccc4c3CCN2C1=O)NCCC1=CCCCC1,3%[56.1 µM],nt,-24%
OC(COc1ccc(OCc2ccccc2)cc1)CN1CCOCC1 (stereo not given),7%,?,-13%
Cc1cc(C)c(-c2c(O)c3c(n(C)c2=O)CC(C)(C)CC3=O)c(C)c1,0%,21%,0%
CC12C(=O)N(NC(=O)c3ccncc3)C(=O)C1C1C=CC2C1 (stereo not given),5%,-3%,-6%
O=C(N=Nc1c(O)[nH]c2ccccc12)c1ccc(CN2CCOCC2)cc1,5%,-20%,?
C=CCC[C@@H](Cc1ccc(F)cc1)C(=O)OC[C@H](Cc1c[nH]c2ccccc12)NC(=O)[C@@H](CC=C)CC(=O)N(CCO)Cc1ccccc1,4%,nt,1%
CC(C)(C)c1ccc(C(=O)Nc2cccc3c(=O)[nH][nH]c(=O)c23)cc1,-1%,5%,-8%
CC(C)CCNC(=O)C1CC(=O)N(C2CCCC2)C1 (stereo not given),-1%,-4%,-9%
Cc1ccc(C(c2sc3nc(-c4ccco4)nn3c2O)N2CCOCC2)cc1 (stereo not given),0%,nt,10%
N#Cc1cc(Cl)c(N2CCOCC2)cc1C#N,5%,-11%,-3%
CC1CCC(NC(=O)CNC(=O)c2ccc3ccccc3c2)CC1 (stereo not given),-16%,8%,-3%
CCOc1ccc2nc(N3CCC(C(=O)Nc4nnc(CC)s4)CC3)sc2c1,10%,-1%,-1%
COc1cc2nc(Nc3ccc(F)cc3)nc(N)c2cc1OC,-2%,-12%,?
COc1cccc(-c2nc(CS(=O)(=O)CC(=O)NCCc3ccc(Cl)cc3)c(C)o2)c1,1%,nt,13%
COCC1CCN(C(=O)c2ccc3oc(CCCc4ccccc4)nc3c2)C1 (stereo not given),3%,-2%,5%
CCC(C(=O)c1ccc2ncccc2c1)c1ccccc1 (stereo not given),-5%,18%,-13%
O=C(NCCc1ccccn1)c1n[nH]c(=O)c2ccccc12,0%,15%,7%
Brc1ccc(OCCCN2CCOCC2)cc1,-5%,-2%,4%
Cc1cc(NC(=O)CSc2n[nH]c(N)n2)no1,-1%,2%,5%
Cc1ccc(OCc2ccc(C(=O)O)o2)c([N+](=O)[O-])c1,3%,10%,-10%
COc1cccc(OC)c1NC(=O)CN1CCN(C)CC1,nt,-10%,0%
Cc1cccc(NC(=O)CN(C)S(=O)(=O)c2ccc3c(c2)c(=O)n(C)c(=O)n3C)c1,-2%,nt,-20%
COc1cc(C(=O)NCC(c2ccc(N(C)C)cc2)N2CCCC2)cc(OC)c1OC (stereo not given),-1%,nt,0%
NS(=O)(=O)c1cccc(NC(=O)/C=C/c2cccs2)c1,-1%,6%,-1%

Random excerpt: 2 compounds from above.
SMILES,TDP1 inh,N370S GC,FEN1 inhibitor
O=C(Nc1ccc2nc(-c3cccnc3)[nH]c2c1)c1ccco1,5%,-7%,-1%
CC(C)CCNC(=O)C1CC(=O)N(C2CCCC2)C1 (stereo not given),-1%,-4%,-9%

(continued)
SMILES,TDP1 inh,N370S GC,FEN1 inhibitor
O=C(NC1CC1)c1cccc(Oc2ccccc2)c1,-11%,-1%,-1%
CCC(c1nnnn1Cc1ccco1)N(Cc1cc2cc(OC)ccc2[nH]c1=O)C1CCCCC1 (stereo not given),-9%,-4%,4%
Oc1cccc(NC(=S)N=Nc2c(O)[nH]c3ccccc23)c1,10%,?,6%
CCc1ccc(OCC(=O)Nc2ccc(S(=O)(=O)Nc3ccccn3)cc2)cc1,nt,-3%,-10%
CCCN1CCN(C(=S)Nc2sc(CC)cc2C(=O)OC)CC1,1%,-23%,-22%
COc1cc(OC)c2cc(C(=O)N/N=C/c3cccc(OC)c3O)[nH]c2c1,7%,-6%,2%
CCCCNC(=S)Nc1ccc([N+](=O)[O-])cc1,1%,1%,-19%
COc1ccc(OC)c(NC(=O)N(C)CCc2c(C)nn(C)c2C)c1,6%,nt,1%
CC(=O)NCCn1c(SCc2ccc(C)cc2C)nc2ccccc2c1=O,9%,6%,-20%
Cc1cc(C)nc(SCC(=O)Nc2cc(C)on2)n1,2%,-1%,-12%
CCCn1c(=O)c2c(C(F)(F)F)cc(-c3ccco3)nc2n(CCC)c1=O,0%,-22%,5%
CCCC[C@H](NC(C)=O)C(=O)N[C@@H](CCC(=O)O)C(=O)N[C@@H](Cc1cnc[nH]1)C(=O)N[C@H](Cc1ccccc1)C(=O)N[C@@H](CCCN=C(N)N)C(=O)N[C@H](Cc1c[nH]c2ccccc12)C(=O)NCC(N)=O,6%,-3%,nt
CN(C)C(=S)c1ccccc1,-3%,5%,4%
Cc1ccc(C)c(OCCn2c(CCNC(=O)C3CCCCC3)nc3ccccc32)c1,-3%&-3%,nt,-12%
C=NC(C(=O)NC1C(=O)N2C1SC(C)(C)C2C(=O)O)c1ccccc1 (stereo not given),3%,2%,nt
CN(C)S(=O)(=O)c1cccc(C(=O)OCC(=O)N2c3ccccc3NC(=O)C2(C)C)c1,3%,-1%,-1%
CNC(=O)c1csc(-c2ccc(Cl)cc2)n1,1%,2%,-10%
CC(C)NC(=O)CN(Cc1ccc(F)cc1)C(=O)CCC(=O)Nc1nccs1,1%,-10%,-2%
CC1=C(C(N)=O)C(c2cccc(O)c2)n2ncnc2N1 (stereo not given),4%,nt,-2%
COC(=O)C1CSC(C(=O)OC)N1C(=O)Nc1ccccc1 (stereo not given),4%,9%,0%

Entries from the list above containing two or more sulfur atoms, in the order listed:
SMILES,TDP1 inh,N370S GC,FEN1 inhibitor
CCOc1ccc2nc(N3CCC(C(=O)Nc4nnc(CC)s4)CC3)sc2c1,10%,-1%,-1%
NS(=O)(=O)c1cccc(NC(=O)/C=C/c2cccs2)c1,-1%,6%,-1%
CCCN1CCN(C(=S)Nc2sc(CC)cc2C(=O)OC)CC1,1%,-23%,-22%

Remaining list, next part.
SMILES,TDP1 inh,N370S GC,FEN1 inhibitor
COC(=O)c1c(N2C(=O)CCC2=O)sc2c1CCCC2,4%,3%,-18%
O=C(c1cnccn1)N(Cc1cccs1)C1(C(=O)NC2CCCC2)CCCCC1,3%,1%,-7%
COc1ccc(CN2C(=O)c3cccnc3C2=O)cc1S(=O)(=O)NC1CCCCC1,3%,6%,8%
COc1ccc(NC(=O)c2cc(=O)[nH]c3ccccc23)cc1,nt,1%,23%
CC(C)CNC(=O)CSc1ccc(S(=O)(=O)N(C)C2CCCCC2)cn1,0%,3%,-1%
COc1ccc(C(=O)NCCC(=O)NCc2cc(=O)n(C)c(=O)n2C)cc1,3%,21%,18%
Cc1nc2sc(C(c3ccco3)N3CCN(c4ccc(F)cc4)CC3)c(O)n2n1 (stereo not given),nt,8%,2%
O=C1c2ccccc2C(=O)N1c1ccccc1S(=O)C(F)(F)F (stereo not given),4%,9%,6%
O=c1c2ccccc2ncn1-c1ccccc1C(F)(F)F,5%,5%,-3%
Cc1ccc(CSCC(=O)N2CCN(c3ccccc3)CC2)cc1,0%,3%,-16%
N#C/C(=C/c1cn(-c2ccccc2)nc1-c1cccc(S(=O)(=O)N2CCOCC2)c1)C(=O)NCc1ccco1,-8%,12%,1%
CC(=O)Nc1ccc(S(=O)(=O)N2CCN(c3ncccn3)CC2)cc1,nt,-4%,15%
CCc1cc(=O)oc2cc(OC(C)C(=O)O)c(Cl)cc12 (stereo not given),7%,-30%,-4%
CCOC(=O)c1ccc(N2C(=O)CC(Sc3nc(C)cc(C)n3)C2=O)cc1 (stereo not given),nt,1%,4%
O=C(NC(=S)Nc1ccc2[nH]c(=O)[nH]c2c1)c1cncc(Br)c1,3%,-15%,1%
CC(C)Oc1cccc(C(=O)C2CCCN(C(=O)c3ccoc3)C2)c1 (stereo not given),0%,6%,-6%
CCc1ccccc1NC(=O)CC(O)(C(=O)OC)C(F)(F)F (stereo not given),-2%,-5%,-1%
Oc1ccc(C[C@@H]2CNCCN2CCc2cc(C(F)(F)F)cc(C(F)(F)F)c2)cc1,-3%,?,5%
CC1CC(OCC(O)CN2CCOCC2)CC(C)(C)C1 (stereo not given),2%,-1%,0%
O=C(COc1ccc(F)cc1)Nc1ccccc1C(=O)OCc1cc(=O)n2nc(C3CC3)sc2n1,1%,nt,1%
CC(=O)c1ccc(N2CCN(C(=O)Cc3cccs3)CC2)cc1,0%,0%,20%
Cc1ccccc1NC(=O)c1nn(C)c(C(=O)Nc2ccccc2C)c1[N+](=O)[O-],1%,5%,-17%
Cc1cccc(N2CCN(C(=O)C3CCN(Cc4nc(-c5ccc(Cl)cc5)oc4C)CC3)CC2)c1C,-3%,nt,7%
CCOC(=O)C1CCCCN1C(=O)CCc1c(C)nc2cc(-c3ccccc3)nn2c1C (stereo not given),3%,-3%,-17%
CC(C)[C@H](NC(=O)C1CCN(S(=O)(=O)c2ccc(F)cc2)CC1)C(=O)N1CCCC1,2%,16%,-5%
CCOc1nc(C)ccc1-c1noc(-c2ccncc2)n1,-6%[56.1 µM],-1%,1%
COC1=CC(=O)CC(C)C12Oc1c(Cl)c(OC)cc(OC)c1C2=O (stereo not given),5%,7%&-11%,17%
C=CCNC(=O)CSc1nc2cc(C(=O)OCC)ccc2n1CC,8%,13%,3%
O=C1OC(c2ccc(Br)cc2)=N/C1=C\c1ccco1,-5%,0%,-1%
CCOc1c(Br)cc(C(=O)N2CCCN(C)CC2)cc1OC,nt,-15%,-18%
CCCn1c(=NC(=O)c2ccc3c(c2)OCO3)c(C#N)cc2c(=O)n3cccc(C)c3nc21,-2%,9%,nt
O=C(NCc1ccncc1)c1cnccn1,-2%,-5%,3%
COc1ccccc1N1CCN(C2CCCN(S(=O)(=O)c3ccccc3)C2)CC1 (stereo not given),3%,-11%,-1%
Cn1c(CNc2nc(-c3ccccc3)cs2)nnc1SCC(=O)N1CCc2ccccc21,9%,-2%,-12%
CN1CCN(C(=O)C2CCC(=O)N(CCc3cccc(F)c3)C2)CC1 (stereo not given),2%,-12%,0%
CS(=O)(=O)N(CC(=O)Nc1ccc(S(=O)(=O)N2CCOCC2)cc1)c1ccccc1Cl,-2%,2%,-4%
O=C(CCc1ccccc1)Nc1ccccc1F,2%,8%,-4%
COCC(C)n1c(C)cc(C(=O)CSc2nnc(N)s2)c1C (stereo not given),4%,-3%,-12%
O=C(NCCn1c(C(F)(F)F)nc2ccccc21)[C@H]1CCCN1c1nc(CN2CCCCC2)cs1,nt,6%,1%
CN(c1ccc(C(=O)N2CCN(Cc3ccccc3)CC2)cc1)S(=O)(=O)c1ccc(Cl)cc1,7%,-14%,-25%
OC(COCC(F)(F)C(F)(F)C(F)(F)C(F)F)Cn1c2ccccc2c2ccccc21 (stereo not given),4%,13%,-19%
CCOc1cc(C(=O)O)cc(Cl)c1OC,2%,11%,-1%
Cc1cn([C@@H](CCCCN)C(=O)NCCCCCCCCCCC(=O)N2CCNCC2)nn1,0%,-8%,14%
Cc1ccc(C(=O)NC(=S)/C=C2\N(C)c3ccccc3C2(C)C)cc1,8%,18%,-6%
O=C1C2C3C=CC(C3)C2C(=O)N1CCc1ccccc1 (stereo not given),-8%,25%,-14%
Cc1cn(S(=O)(=O)c2ccc(F)c(Cl)c2)cn1,1%,nt,21%
COc1ccc(-c2nc3ccccc3[nH]2)cc1,3%,1%,1%
COc1ccccc1/C=C/C=N/NC(=O)c1cc(-c2ccc(C)o2)[nH]n1,5%,-27%,-16%
CC(C)NC(=O)Nc1ccc2c(c1)C(=O)N([C@H](C)CO)C[C@H](C)[C@@H](CN(C)S(=O)(=O)c1ccc(F)cc1)O2,1%,nt,-11%
